Bioassay records (PubChem BioAssay)
OPRM1-OPRD1 ag: OPRM1-OPRD1 heterodimerization agonism; cells, luminescence; AID 504326; P35372+P41143; 340,000 tested, 0.3% active; activation, % at 9.3 µM; in the data active means activation above about 18%;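 further: 0% = vehicle-treated cells and 100% = reference agonist; values of inactives mirror those of a sister screen read the other way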
Target sequence (P35372 whole entry, looked up): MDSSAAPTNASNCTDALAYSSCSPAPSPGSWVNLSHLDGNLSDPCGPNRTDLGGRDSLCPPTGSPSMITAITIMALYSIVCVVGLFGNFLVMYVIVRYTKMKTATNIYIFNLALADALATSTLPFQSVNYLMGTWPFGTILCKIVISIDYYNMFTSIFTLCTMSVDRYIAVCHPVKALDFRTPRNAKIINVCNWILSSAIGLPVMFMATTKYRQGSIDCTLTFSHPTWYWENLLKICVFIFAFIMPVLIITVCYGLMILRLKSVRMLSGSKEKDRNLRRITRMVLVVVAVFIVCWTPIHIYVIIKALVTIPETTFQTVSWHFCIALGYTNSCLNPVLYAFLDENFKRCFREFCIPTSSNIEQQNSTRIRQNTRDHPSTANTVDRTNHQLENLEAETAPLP
Target sequence (P41143 whole entry, looked up): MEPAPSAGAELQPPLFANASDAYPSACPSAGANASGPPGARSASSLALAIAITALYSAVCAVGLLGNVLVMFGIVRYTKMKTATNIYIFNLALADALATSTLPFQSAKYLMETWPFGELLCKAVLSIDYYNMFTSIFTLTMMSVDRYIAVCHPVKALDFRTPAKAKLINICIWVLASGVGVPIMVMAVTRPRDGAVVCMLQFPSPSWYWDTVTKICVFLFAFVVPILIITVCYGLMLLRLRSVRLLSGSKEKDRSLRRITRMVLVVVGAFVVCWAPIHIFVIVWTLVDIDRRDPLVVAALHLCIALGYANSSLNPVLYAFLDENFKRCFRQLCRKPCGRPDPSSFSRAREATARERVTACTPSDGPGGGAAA
HTR5A inv ag: inverse agonist of human HTR5A in OPRM1-OPRD1 counter-screen; 340,000 tested, 0.083% active; P47898; HTR5A cell line, luminescence, inverse agonism; inhibition, % at 9.3 µM; in the data active means inhibition mostly above about 23%, no sharp cut-off; inactive means mostly below about 18%;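 further: 0% = cells with DMSO and 100% = no-cell wells with DMSO; some compounds called inactive have numbers as strong as hits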
phage Ecoli inh: E. coli growth loss with phage present; growth absorbance; inhibition, % at 11.9 µM; 360,000 tested, 0.26% active; in the data active means inhibition above about 11%
PKA-R1A act: activates the PKA-R1A holoenzyme complex | P00514+P68181 | PKA-R1A dissociation, Cy5-IP20 fluorescence polarization; scaled: DMSO 0%, 113 µM cGMP 100% | activation, % at 11.4 µM | 340,000 tested, 0.083% active;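 active means percent activation above the mean of all tested compounds plus 3 SD, cut at about 19% in these data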;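 further: higher means more PKAc released from R1A so a rise in polarization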
Mot1-301 SUMO: blocks SUMOylation pathway, rescuing yeast Mot1-301 growth; S. cerevisiae Mot1-301 growth rescue, ATP luminescence, 38.5C; percent above DMSO median, 100 means doubled; 320,000 tested, 1% active; growth rescue, % at 18.8 µM; AID 2716;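 active means every valid replicate shows activation above 250% relative to neutral control wells; inactive means the rest, any valid replicate at or below 250%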;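 further: OY570 slx delta 5 strain wells were the positive control but not used for scaling; some compounds called inactive have numbers as strong as hits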
AddAB inh: less growth of phage-infected E. coli with AddAB | E. coli expressing H. pylori AddAB, absorbance growth | inhibition, % at 11.9 µM | 330,000 tested, 0.29% active; in the data active means inhibition above about 12%;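 further: 0% = vehicle wells of infected cells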
Ecoli viability: reduces bacterial viability in AddAB counter-screen; E. coli V3065 growth, OD600 absorbance, 18 h; inhibition, % at 11.9 µM; 330,000 tested, 0.27% active;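 active means inhibition above the campaign's mean inhibition across all tested compounds plus 3 SD, cut at about 9.9% in these data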;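 further: uninfected addAB+ strain grown without phage in ampicillin broth; 0% = DMSO wells and 100% = ciprofloxacin 0.95 µg/ml wells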
MOR-DOR inv ag: inverse agonist of human OPRM1-OPRD1 heterodimerization. cell-based MOR-DOR heterodimer luminescence, inverse agonism. inhibition, % at 9.3 µM. 340,000 tested, 0.21% active; in the data active means inhibition above about 22%, passing the limit was not always enough;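 further: 0% = cells with DMSO and 100% = wells without cells with DMSO; values of inactives mirror those of a sister screen read the other way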
Pemphigus Ab inh: human desmoglein-3 autoantibody binding inhibition; P32926; DSG3-coupled beads, scFv-anti-DSG3-GFP binding, flow cytometry; active compounds read low; binding (percent of control), % at 10 µM; 310,000 tested, 0.48% active;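 active means binding more than 3 SD below its plate's average and above zero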;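 further: hits lower antibody fragment binding to DSG3; some compounds called inactive have numbers as strong as hits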
HTR5A ag: HTR5A agonism, opioid heterodimer counter-screen; P47898; HTR5A agonist assay, luminescence, cell-based; activation, % at 9.3 µM; 340,000 tested, 0.61% active; in the data active means activation mostly above about 9.5%, no sharp cut-off; inactive means mostly below about 7.6%;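 further: 0% = cells with vehicle only and 100% = reference agonist; strong numbers were not always called active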
PfHsp90 yeast 2: inhibits growth of yeast expressing Plasmodium falciparum Hsp90; S. cerevisiae expressing PfHsp90, BacTiter-Glo ATP, 48 h; yeast lacking PDR1 and PDR3 efflux regulators; inhibition, % at 9.4 µM; 310,000 tested, 0.32% active;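 active means every replicate shows inhibition above about 80%, whatever the replicate mean, limit read from the data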;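 further: 0% = DMSO neutral controls and 100% = 20 µM radicicol positive controls; yeast relying on Plasmodium falciparum Hsp90 in place of its own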
Numbers without * were called inactive; / = not tested or not shown.

SMILES	OPRM1-OPRD1 ag	HTR5A inv ag	phage Ecoli inh	PKA-R1A act	Mot1-301 SUMO	AddAB inh	Ecoli viability	MOR-DOR inv ag	Pemphigus Ab inh	HTR5A ag	PfHsp90 yeast 2
COc1cccc(CNCCNC(=O)c2ccco2)c1OC	-0.5	5.2	2.5	-3.4	87.2	0.2	-2.0	2.9	95.7	5.3	/
Cc1nc2nc(C)c(CCC(=O)N3CCc4ccccc43)c(C)n2n1	-0.3	-7.3	2.7	-3.7	-2.1	2.3	0.5	1.5	106.7	5.9	2.3
N#Cc1ccc(C(c2nnnn2C2CCCC2)N2CCC(Cc3ccccc3)CC2)cc1 (stereo unspecified)	-1.2	5.7	0.5	-7.2	318.4	2.5	-0.2	7.5	98.7	-1.9	-1.1
COc1ccc2[nH]c(=O)c(CN(C(C)=O)c3cccc(C)c3)cc2c1	-2.3	1.7	2.2	-4.8	55.2	2.4	0.2	12.0	102.2	-4.3	15.5
COCCCNC(=O)C1C2C=CC3(CN(Cc4ccc(C)cc4)C(=O)C13)O2 (stereo unspecified)	-1.5	-12.8	5.0	-1.9	-18.1	2.6	0.3	8.0	106.4	2.9	-8.0
CC1(CCc2ccccc2)NC(=O)N(CC(=O)N2CCCCCC2)C1=O (stereo unspecified)	-1.1	14.8	6.2	-11.0	-4.0	-0.7	3.2	7.4	99.5	2.7	/
CC(OC(=O)CNC(=O)c1ccc(Cl)cc1)C(=O)NC1CCCCC1C (stereo unspecified)	-0.7	0.3	2.3	-4.2	15.5	0.9	0.7	3.7	107.5	-0.1	-7.2
N#CCCCSc1nnc(CSc2nc3ccccc3s2)n1-c1ccccc1	-1.7	-5.6	2.2	-2.0	-15.8	2.3	0.8	9.5	127.4	5.8	2.6
Cc1ccc(C)c2[nH]c(=O)c(CN(CC3CCCO3)S(=O)(=O)c3ccc4c(c3)OCCO4)cc12 (stereo unspecified)	1.1	12.5	0.9	9.2	-16.2	2.3	0.2	-6.0	100.2	1.4	0.1
CCOC(=O)c1ccc(NC(=O)CSCC(=O)OCC(=O)c2ccccc2)cc1	-1.3	-11.4	0.9	0.1	0.3	4.5	-0.2	7.0	119.6	-1.2	-27.3
CCCc1cc(C(=O)OC)c2ccccc2n1	-1.6	13.6	-0.6	-6.6	/	3.6	0.5	9.9	101.7	-5.1	-11.3
Clc1nnc(N/N=C/c2ccccc2)c2ccccc12	-0.9	-17.6	-0.6	-4.8	-9.5	-1.9	-0.6	5.0	100.6	-1.1	-7.3
CCn1c(CSc2ncccn2)nnc1SCC(=O)N1CCc2ccccc21	0.4	-14.9	1.6	5.9	-17.8	3.5	1.8	-2.2	100.4	1.1	20.2
O=CN(Cc1ccccc1)c1cc([N+](=O)[O-])ccc1OCc1ccccc1	-1.1	2.2	0.6	-8.7	/	/	/	4.6	98.0	-0.6	-24.7
Cc1ccc(S(=O)(=O)N2CCC(C(=O)NC3CCCCC3C)CC2)cc1 (stereo unspecified)	-2.8	6.5	1.8	-5.0	1.3	1.9	-2.3	14.3	/	-1.7	-6.1
Cc1occc1C(=O)N/N=C/c1ccc(-c2ccccc2)cc1	19.9*	-24.7	-1.5	-2.3	-47.5	3.0	1.0	-111.1	105.8	10.2	-113.1
COc1ccc(NC(=O)c2ccc(NCCN3C(=O)CCC3=O)c([N+](=O)[O-])c2)cc1	-1.8	5.7	5.0	-8.4	1.8	2.1	-0.8	9.3	100.9	0.1	-20.2
Cn1c(Cn2c(=O)sc3ccccc32)nnc1SCc1ccccc1	-0.1	9.5	2.0	-4.8	2.2	5.0	0.3	0.6	104.9	-3.4	-27.1
O=C(NCCN1CCOCC1)c1ccc(Cl)c(S(=O)(=O)N2CCCCC2)c1	1.1	26.1	-0.6	0.3	0.3	-2.4	-1.2	-6.0	96.3	4.8	-10.0
O=C(O)CCNC(=O)c1ccc(NC(=O)Cc2ccc(Cl)cc2)cc1	-1.8	-6.6	6.7	6.3	8.2	2.8	0.0	9.3	102.2	2.5	-57.4
Cc1ccc(-c2cc(NC(=O)c3ccccc3[N+](=O)[O-])n[nH]2)cc1	0.0	6.5	1.5	0.3	-17.6	0.7	-2.7	0.1	110.1	-1.7	3.8
COc1ccc(CN2C(=O)c3ccccc3C2C(=O)NC2CCC(C)CC2)c(OC)c1 (stereo unspecified)	-3.5	7.5	0.5	5.6	-4.3	0.5	-0.2	18.7	100.4	-2.7	-24.6
CN(C(=O)c1cccnc1)c1nnc(-c2cccnc2)s1	-0.4	1.4	1.9	-6.1	/	0.6	0.4	2.4	99.4	-1.7	-9.2
O=C(Nc1ccc2c(c1)CCC2)c1cc(S(=O)(=O)Nc2ccc(F)cc2)c(Cl)cc1Cl	4.2	5.0	1.8	-3.9	-0.9	-1.9	-0.1	-22.4	112.5	8.4	-18.8
Cc1ccc(Cl)cc1NC(=O)c1ccc(CSc2nnnn2C)cc1	-2.3	-3.2	3.7	-1.1	-5.5	0.7	1.0	11.1	101.3	1.3	15.2

Further compounds
SMILES	OPRM1-OPRD1 ag	HTR5A inv ag	phage Ecoli inh	PKA-R1A act	Mot1-301 SUMO	AddAB inh	Ecoli viability	MOR-DOR inv ag	Pemphigus Ab inh	HTR5A ag	PfHsp90 yeast 2
Cc1cccc(C(=O)N[C@H](C(=O)Nc2cccc(S(=O)(=O)N3CCCC3)c2)C(C)C)c1	1.0	-3.0	2.7	-17.7	-8.6	2.5	2.3	-5.1	97.4	-5.1	-24.9
O=C(O)C1C2C=CC3(CN(CC(O)COc4ccccc4)C(=O)C13)O2 (stereo unspecified)	-1.7	-12.4	0.7	-3.1	-7.9	1.4	2.4	9.9	103.9	-0.7	7.2
O=c1[nH]ncc(N2CCN(Cc3ccccc3)CC2)c1Cl	-2.2	-5.2	3.2	0.9	86.3	2.9	2.7	12.4	99.1	2.0	3.8
Cc1ccsc1-c1nc(CN(C)C(C2CC2)C2CC2)c(C)o1	-2.2	8.8	5.0	-0.8	0.2	3.0	0.7	11.5	101.3	-3.3	5.9
COc1cc(-c2nnc(Cn3cc(C(F)(F)F)ccc3=O)o2)cc(OC)c1OC	-1.6	-15.8	2.3	-11.1	-0.2	-0.9	-1.6	8.4	103.3	-0.3	/
COc1ccccc1COC(=O)c1ccc(S(=O)(=O)N2CCOCC2)cc1	-2.2	6.5	0.1	3.9	-4.1	-1.1	0.7	8.6	102.7	2.2	/
COc1cc(/C=C2/C(=N)N3C(=NC2=O)SN=C3S(=O)(=O)C(C)C)ccc1OC(=O)c1ccco1	-4.2	14.7	1.7	-0.7	6.2	0.6	-0.8	21.1	108.7	-3.9	-0.4
CNc1ccc(Br)cc1C(O)c1ccccc1 (stereo unspecified)	-2.1	-17.1	2.9	2.0	-28.6	0.7	-0.2	11.1	116.0	-3.6	12.4
O=c1cc(N2CCCC2)c(-c2ccccc2)n[nH]1	/	/	5.0	/	-2.7	1.6	1.2	/	/	/	-28.1
O=C(Nc1ccc(N2CCOCC2)cc1)NC1CCCCC1	-0.9	12.3	1.2	4.2	-10.4	0.9	0.5	5.2	82.9	1.9	-0.5
CCN1CCN(CCCNC(=O)c2ccc3c(c2)N(Cc2ccccc2)CCS3)CC1	-1.0	0.5	1.3	1.5	-15.5	1.4	-0.7	5.3	106.1	4.3	8.1
O=C(Cc1ccc(-n2c(=O)[nH]c3ccccc3c2=O)cc1)N1CCN(c2ccccc2)CC1	-0.7	4.2	2.3	-7.9	-8.5	0.4	-0.5	3.8	/	8.1	/
Cn1c(SCC(=O)N2CCN(c3ccccc3)CC2)nnc1-c1cc2ccccc2o1	-0.6	-23.0	3.6	-14.8	-11.5	2.1	-0.7	3.4	98.1	-0.1	/
Cc1cc(Cl)ccc1OCC(=O)NNC(=O)c1ccco1	-1.1	-6.8	-2.2	-6.7	-12.3	2.0	-0.2	6.0	/	-0.5	-10.9
OCC[C@H]1C[C@H](O)[C@@H](O)[C@@]2(CCc3ccccc3CO2)O1	-1.2	7.2	2.2	8.9	-10.1	4.9	4.9	7.0	/	-2.5	7.0
COc1ccc(CN(C(=O)c2snc(C(N)=O)c2N)C(CC(C)C)C(=O)NC2CCCCC2)cc1 (stereo unspecified)	2.9	4.7	-0.1	0.1	182.8	-2.0	-0.3	-15.5	110.1	-1.6	7.9
COc1ccc(C(=O)Nc2ccc3oc(-c4cccc(Cl)c4)cc(=O)c3c2O)cc1	-1.2	-24.7	1.6	-2.1	3.5	0.6	-2.4	6.9	75.5	8.4	-6.3
CC(C)(C)c1nn2cnnc2n(/N=C/c2cccc3ccccc23)c1=O	0.9	-8.7	3.4	0.0	-13.9	1.9	2.8	-4.5	101.2	6.1	3.9
CC(C)(/C=N/NC(=O)CSCc1ccc(Cl)cc1)CCC#N	-1.9	1.6	2.6	-6.0	8.0	0.9	-2.6	10.2	102.5	-0.6	-15.3
Cc1ccc(N=Cc2cc(Cl)cc(Cl)c2O)nc1	1.4	-13.8	4.4	-9.9	80.4	0.2	0.9	-7.5	/	1.3	-33.6
Cc1nn(CC(=O)NCCCN2CCCC2)c(=O)c2nn(-c3ccccc3)c(C)c12	-1.9	26.2	0.4	-2.3	37.7	3.7	2.0	9.8	107.5	-2.3	3.1
CCCN(C(=O)c1cccc(-n2cccc2)c1)c1c(N)n(Cc2ccccc2)c(=O)[nH]c1=O	-1.4	-4.0	-0.4	3.6	-8.9	4.8	1.5	7.1	102.0	1.6	/
COCCn1nnnc1C(c1ccccc1)N1CCN(c2ccccc2)CC1 (stereo unspecified)	-1.5	6.1	1.8	-14.2	-2.0	-0.3	0.8	9.0	/	-2.3	-10.3
Cc1ccc(C(=O)N/N=C/c2cn(Cc3ccccc3)c3ccccc23)cn1	0.9	-1.2	1.2	4.5	0.4	-0.2	-1.3	-4.8	120.0	0.9	-21.1
Nc1ccc(C#Cc2ccccc2)cc1	3.8	2.5	3.8	6.9	78.9	-1.0	-3.6	-18.8	94.9	-0.9	17.5
N=c1sccn1CC(=O)N1CCc2ccccc21	-0.3	-7.8	-2.1	4.2	3.5	1.4	-0.2	1.5	90.9	-4.2	2.9
COc1ccccc1C(CNC(=O)c1cccc(S(=O)(=O)Nc2ccc(C)cc2)c1)N1CCCC1 (stereo unspecified)	-1.9	-92.8	4.8	-7.9	256.1	2.2	1.8	9.3	/	25.2*	0.0
Cn1c(=O)n(C)c2cc(C(=O)Nc3ccc4c(c3)OCO4)ccc21	0.2	-4.5	-0.7	-4.0	-10.0	-0.1	0.3	-1.2	103.2	3.9	9.5
CCNC(=S)N1CCN(CC)CC1	-1.6	6.7	-0.8	3.9	-12.4	1.4	-0.3	7.6	112.2	2.3	/

Gathered by group: those above with a cyano group (three)
SMILES	OPRM1-OPRD1 ag	HTR5A inv ag	phage Ecoli inh	PKA-R1A act	Mot1-301 SUMO	AddAB inh	Ecoli viability	MOR-DOR inv ag	Pemphigus Ab inh	HTR5A ag	PfHsp90 yeast 2
N#Cc1ccc(C(c2nnnn2C2CCCC2)N2CCC(Cc3ccccc3)CC2)cc1 (stereo unspecified)	-1.2	5.7	0.5	-7.2	318.4	2.5	-0.2	7.5	98.7	-1.9	-1.1
N#CCCCSc1nnc(CSc2nc3ccccc3s2)n1-c1ccccc1	-1.7	-5.6	2.2	-2.0	-15.8	2.3	0.8	9.5	127.4	5.8	2.6
CC(C)(/C=N/NC(=O)CSCc1ccc(Cl)cc1)CCC#N	-1.9	1.6	2.6	-6.0	8.0	0.9	-2.6	10.2	102.5	-0.6	-15.3
